Screens (PubChem)
TcdB inh – TcdB glycohydrolase inhibition | TcdB glycohydrolase enzymatic assay, plate reader | P18177 | 0.24% of 350,000 active | inhibition, % at 9.99 µM; in the data active means inhibition above about 10%
Target sequence (P18177 whole entry, looked up): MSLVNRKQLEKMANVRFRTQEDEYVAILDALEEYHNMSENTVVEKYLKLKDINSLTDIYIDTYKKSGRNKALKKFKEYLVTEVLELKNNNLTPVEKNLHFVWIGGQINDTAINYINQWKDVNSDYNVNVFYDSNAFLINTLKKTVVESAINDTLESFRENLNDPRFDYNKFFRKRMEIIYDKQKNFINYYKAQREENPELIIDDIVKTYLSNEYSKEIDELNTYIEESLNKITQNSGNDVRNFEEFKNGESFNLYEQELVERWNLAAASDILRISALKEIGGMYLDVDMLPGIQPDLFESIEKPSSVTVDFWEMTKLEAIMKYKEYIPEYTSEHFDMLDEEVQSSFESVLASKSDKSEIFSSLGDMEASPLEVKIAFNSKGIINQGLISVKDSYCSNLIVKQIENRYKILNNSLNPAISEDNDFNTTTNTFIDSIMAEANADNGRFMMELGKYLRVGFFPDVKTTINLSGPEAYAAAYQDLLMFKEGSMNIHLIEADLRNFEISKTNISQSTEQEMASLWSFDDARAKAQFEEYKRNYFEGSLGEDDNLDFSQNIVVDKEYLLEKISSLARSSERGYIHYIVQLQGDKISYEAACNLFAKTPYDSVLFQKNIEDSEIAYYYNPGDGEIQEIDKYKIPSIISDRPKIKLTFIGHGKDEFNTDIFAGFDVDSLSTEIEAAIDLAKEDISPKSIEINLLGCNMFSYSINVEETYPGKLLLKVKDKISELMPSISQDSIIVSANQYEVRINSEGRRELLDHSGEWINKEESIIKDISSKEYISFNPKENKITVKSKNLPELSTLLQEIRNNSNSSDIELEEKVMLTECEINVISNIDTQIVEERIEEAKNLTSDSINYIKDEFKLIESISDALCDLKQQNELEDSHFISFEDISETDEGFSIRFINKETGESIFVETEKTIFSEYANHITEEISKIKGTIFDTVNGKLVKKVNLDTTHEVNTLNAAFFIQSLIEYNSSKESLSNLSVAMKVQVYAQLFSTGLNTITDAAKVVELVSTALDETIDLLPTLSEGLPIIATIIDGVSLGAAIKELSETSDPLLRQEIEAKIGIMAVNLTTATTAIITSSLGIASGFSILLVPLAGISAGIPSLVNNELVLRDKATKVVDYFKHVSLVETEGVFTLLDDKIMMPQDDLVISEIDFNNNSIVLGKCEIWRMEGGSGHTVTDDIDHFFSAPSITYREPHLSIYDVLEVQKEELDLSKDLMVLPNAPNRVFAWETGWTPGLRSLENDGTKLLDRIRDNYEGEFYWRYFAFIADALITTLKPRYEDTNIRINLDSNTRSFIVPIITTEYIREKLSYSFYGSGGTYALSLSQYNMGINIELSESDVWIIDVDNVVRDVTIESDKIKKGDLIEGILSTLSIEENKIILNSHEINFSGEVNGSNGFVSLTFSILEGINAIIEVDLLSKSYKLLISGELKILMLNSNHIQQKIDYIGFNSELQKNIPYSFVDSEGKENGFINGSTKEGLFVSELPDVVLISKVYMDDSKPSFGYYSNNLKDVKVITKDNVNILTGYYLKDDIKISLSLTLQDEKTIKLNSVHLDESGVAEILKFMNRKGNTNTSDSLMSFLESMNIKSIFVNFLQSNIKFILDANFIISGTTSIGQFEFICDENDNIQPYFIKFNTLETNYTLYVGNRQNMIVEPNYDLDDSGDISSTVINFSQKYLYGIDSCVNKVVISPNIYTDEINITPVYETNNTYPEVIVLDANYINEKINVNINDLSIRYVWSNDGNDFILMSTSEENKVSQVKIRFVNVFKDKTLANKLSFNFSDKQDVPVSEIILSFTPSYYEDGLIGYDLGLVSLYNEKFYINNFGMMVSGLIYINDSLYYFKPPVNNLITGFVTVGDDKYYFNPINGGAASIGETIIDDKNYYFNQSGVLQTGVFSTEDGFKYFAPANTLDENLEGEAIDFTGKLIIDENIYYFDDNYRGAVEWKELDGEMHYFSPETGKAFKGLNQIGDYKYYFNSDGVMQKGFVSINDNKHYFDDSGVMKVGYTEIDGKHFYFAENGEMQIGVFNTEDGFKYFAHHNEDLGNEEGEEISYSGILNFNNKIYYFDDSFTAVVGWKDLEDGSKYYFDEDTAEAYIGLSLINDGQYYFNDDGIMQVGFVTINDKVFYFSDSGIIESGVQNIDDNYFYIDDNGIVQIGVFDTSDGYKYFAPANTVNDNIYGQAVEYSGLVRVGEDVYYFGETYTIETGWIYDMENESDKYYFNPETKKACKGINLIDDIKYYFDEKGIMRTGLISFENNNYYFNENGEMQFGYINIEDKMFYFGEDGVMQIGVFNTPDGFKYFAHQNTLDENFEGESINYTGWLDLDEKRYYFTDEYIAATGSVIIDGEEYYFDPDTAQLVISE
* hit, by the source's call. Some of the compounds tested, so the mix of outcomes need not match the whole.

SMILES | TcdB inh
C[C@H](CO)N1C[C@H](C)[C@H](CN(C)S(=O)(=O)c2ccc(F)cc2)Oc2ccc(NC(=O)Cn3cnnn3)cc2CC1=O | 0.0
CCCNC(=O)Nc1ccc2c(c1)OC[C@@H](C)N(C(=O)c1ccccc1F)C[C@H](C)[C@H](OC)CN(C)C2=O | -1.9
C[C@@H]1CN([C@@H](C)CO)C(=O)c2cccc(NS(=O)(=O)c3cccs3)c2O[C@H]1CN(C)Cc1ccncc1 | -0.2
C[C@@H]1CN([C@H](C)CO)C(=O)c2cc(-c3cccc(F)c3)cnc2O[C@@H]1CN(C)C(=O)Nc1ccccc1F | 1.0
O=C(NCC(F)(F)F)[C@H]1[C@H](CO)[C@H]2Cn3c(cccc3=O)[C@H]2N1C(=O)C1CC1 | -0.1
C[C@@H]1CN([C@H](C)CO)C(=O)c2cccc(NC(=O)Nc3cccc4ccccc34)c2O[C@@H]1CN(C)Cc1ccc(Oc2ccccc2)cc1 | -0.8
C[C@@H]1CN([C@H](C)CO)C(=O)Cc2cc(NC(=O)C3CCCCC3)ccc2O[C@H]1CN(C)C(=O)Nc1ccccc1 | 0.6
Brc1ccc(-c2ccc3c(n2)CCCN3Cc2ccccn2)cc1 | 2.2
O=C(C[C@H]1CC[C@H]2[C@@H](COC[C@H](O)CN2Cc2ccccc2F)O1)N[C@H]1CCN(Cc2ccccc2)C1 | -0.3
C[C@H]1CN([C@@H](C)CO)C(=O)c2cccc(NC(=O)C3CCOCC3)c2O[C@@H]1CN(C)C(=O)NC1CCCCC1 | -1.5
C[C@@H](NC(=O)C[C@@H]1C=C[C@@H](NS(=O)(=O)c2cccc(F)c2)[C@H](CO)O1)c1ccccc1 | -0.4
CCC(=O)N[C@H]1CC[C@@H](CC(=O)NCc2ccc(OC)cc2)O[C@H]1CO | 0.2
O=C(NC1CCCCC1)[C@@H]1[C@@H](CO)[C@@H]2Cn3c(cccc3=O)[C@H]1N2CC1CCCCC1 | -0.4
Nc1ncnc2c1ncn2[C@@H]1O[C@H](C(=O)N[C@@H](CCc2ccccc2)C(=O)N2CCN(C(=O)C(F)(F)F)CC2)[C@@H](O)[C@H]1O | 2.0
CC(C)CC#Cc1ccc([C@H]2[C@H]3CN(S(=O)(=O)c4ccc(F)cc4)CCCCN3[C@H]2CO)cc1 | -1.3
C[C@@H]1CN([C@H](C)CO)C(=O)c2cc(C#Cc3cccnc3)cnc2O[C@H]1CN(C)S(C)(=O)=O | 1.0
C[C@@H]1CN([C@H](C)CO)C(=O)c2cc(NC(=O)Nc3cccc4ccccc34)ccc2O[C@H]1CN(C)S(=O)(=O)c1ccc(Cl)cc1 | 1.3
C[C@@H]1CN([C@H](C)CO)C(=O)c2cccc(NS(=O)(=O)c3ccc(F)cc3)c2O[C@H]1CN(C)Cc1ccc(-c2ccccc2)cc1 | 2.1
CN1C(=O)c2cc(NC(=O)c3ccc(F)cc3)ccc2OC[C@@H]2O[C@@H](CC(=O)O)CC[C@@H]21 | 0.7
C[C@H](CO)N1C[C@H](C)[C@@H](CN(C)Cc2ccc(Oc3ccccc3)cc2)Oc2ccc(NC(=O)CCC(F)(F)F)cc2C1=O | -0.2
O=C(C[C@@H]1C[C@@H]2c3cc(NC(=O)C4CCC4)ccc3O[C@@H]2[C@@H](CO)O1)NCc1ccc2c(c1)OCO2 | 0.9
CCC(=O)N1C[C@@H](C)[C@H](OC)CN(C)C(=O)c2cc(NC(=O)CC(F)(F)F)ccc2OC[C@@H]1C | -1.9
C[C@@H]1CN([C@H](C)CO)S(=O)(=O)c2ccc(C#CCN(C)C)cc2O[C@@H]1CN(C)Cc1ccc2c(c1)OCO2 | -2.1
Cc1ccc(S(=O)(=O)N(C)C[C@H]2OCCCC[C@@H](C)Oc3ccc(NC(=O)Nc4ccc5c(c4)OCO5)cc3C(=O)N([C@H](C)CO)C[C@@H]2C)cc1 | -0.2
C=CCN(CC=C)C[C@@H]1CSCCS(=O)(=O)N1 | -0.2
C/C=C/c1cnc2c(c1)C(=O)N([C@@H](C)CO)C[C@@H](C)[C@H](CN(C)C(=O)Nc1ccc(F)cc1)O2 | 2.1
C[C@H](CO)N1C[C@H](C)[C@@H](CN(C)C(=O)CN2CCOCC2)Oc2ncc(C#CCN(C)C)cc2C1=O | -0.4
C[C@@H]1CN([C@H](C)CO)C(=O)c2cccc(NC(=O)c3nc4ccccc4s3)c2O[C@@H]1CN(C)C | 0.9
C[C@@H]1CN([C@H](C)CO)C(=O)c2cc(NC(=O)c3ccccc3)ccc2O[C@@H](C)CCCCO[C@@H]1CN(C)S(=O)(=O)c1ccc(Cl)cc1 | 0.0
CO[C@H]1CN(C)C(=O)c2cc(NC(=O)C3CC3)ccc2OC[C@H](C)N(Cc2ccc(F)cc2)C[C@@H]1C | 1.4
O=C(C[C@@H]1C[C@H]2c3cc(NS(=O)(=O)c4ccc(F)cc4)ccc3O[C@H]2[C@@H](CO)O1)NCc1ccccc1 | 1.2
CN(C)C(=O)c1ccc(-c2ccc([C@@H]3[C@H](C#N)N(C(=O)C4CCCC4)[C@H]3CO)cc2)cc1 | -12
C[C@H](CO)N1C[C@H](C)[C@@H](CN(C)S(C)(=O)=O)Oc2ncc(C#Cc3cccnc3)cc2C1=O | -0.5
CCCC#Cc1cnc2c(c1)C(=O)N([C@@H](C)CO)C[C@H](C)[C@H](CN(C)S(=O)(=O)c1ccccc1)O2 | -1.5
CO[C@H]1CN(C)C(=O)c2ccc(NC(=O)CC(F)(F)F)cc2OC[C@H](C)N(C(=O)c2ccccc2F)C[C@H]1C | -0.6
O=C(Nc1ccccc1F)N[C@H]1CC[C@@H](CCNS(=O)(=O)c2ccc(Cl)cc2)O[C@@H]1CO | 0.0
C[C@@H]1CN([C@@H](C)CO)S(=O)(=O)c2ccc(-c3ccccc3)cc2O[C@H]1CN(C)Cc1ccccn1 | 0.1
O=C(Cc1ccccc1)N1CC(=O)N2[C@@H](CO)[C@H](c3ccc(C#Cc4ccccc4)cc3)[C@@H]2C1 | -2.7
CNC[C@H]1Oc2cc(C#CC3CCCCC3)ccc2S(=O)(=O)N([C@@H](C)CO)C[C@H]1C | 0.7
CCC(=O)N1C[C@@H](C)[C@H](OC)CN(C)C(=O)c2cc(NC(=O)Nc3cccc(F)c3)ccc2OC[C@H]1C | 1.8
CNC[C@@H]1Oc2ccc(NS(=O)(=O)c3ccc(C)cc3)cc2CC(=O)N([C@@H](C)CO)C[C@H]1C | -0.6
CCC(=O)N1[C@@H]2c3ccc(C4=CCCCC4)c(=O)n3C[C@H]1[C@H](CO)[C@H]2C(=O)N[C@H](C)c1ccccc1 | -2.6
O=C(Nc1ccccc1)N1CC(=O)N2[C@H](CO)[C@H](c3ccc(C#CC4CC4)cc3)[C@H]2C1 | 0.8
CCCCCCCCN1C(=O)[C@H](CC(=O)NCc2cccc3ccccc23)C[C@@]2(C(=O)OC)CC(C)(C)CC=C12 | 0.1
COc1ccc(S(=O)(=O)N(C)C[C@H]2OCCCC[C@@H](C)Oc3ccc(NC(=O)c4ccccc4)cc3C(=O)N([C@@H](C)CO)C[C@@H]2C)cc1 | 0.4
O=C(c1cccc(F)c1)N1CCCCN2[C@H](CO)[C@@H](c3ccc(/C=C/c4ccccc4)cc3)[C@@H]2C1 | 0.2
O=C(C[C@@H]1CC[C@@H](NC(=O)C2CCC2)[C@@H](CO)O1)NCCCN1CCOCC1 | -0.2
CC(C)NC(=O)Nc1ccc2c(c1)C(=O)N([C@@H](C)CO)C[C@@H](C)[C@@H](CN(C)C(=O)NC(C)C)OCCCC[C@H](C)O2 | -0.6

Some of these compounds in order of molecular weight, low to high.
SMILES | TcdB inh
O=C(C[C@@H]1CC[C@@H](NC(=O)C2CCC2)[C@@H](CO)O1)NCCCN1CCOCC1 | -0.2
O=C(c1cccc(F)c1)N1CCCCN2[C@H](CO)[C@@H](c3ccc(/C=C/c4ccccc4)cc3)[C@@H]2C1 | 0.2
CCC(=O)N1C[C@@H](C)[C@H](OC)CN(C)C(=O)c2cc(NC(=O)Nc3cccc(F)c3)ccc2OC[C@H]1C | 1.8

Other entries.
SMILES | TcdB inh
C[C@@H]1CCCCO[C@@H](CN(C)Cc2ccc3c(c2)OCO3)[C@H](C)CN([C@@H](C)CO)C(=O)c2cc(NC(=O)CCC(F)(F)F)ccc2O1 | 0.3
C[C@@H]1CCCCO[C@@H](CN(C)C(=O)c2ccccc2)[C@@H](C)CN([C@@H](C)CO)C(=O)c2cc(NC(=O)Cc3ccccc3)ccc2O1 | -0.2
C[C@@H]1CCCCO[C@H](CN(C)S(=O)(=O)c2ccc(Cl)cc2)[C@H](C)CN([C@@H](C)CO)C(=O)c2cc(NC(=O)C3CCCCC3)ccc2O1 | -1.4
C[C@H](CO)N1C[C@H](C)[C@H](CN(C)CC2CCCCC2)OCCCC[C@H](C)Oc2ccc(NC(=O)Nc3ccc(F)cc3)cc2C1=O | 0.8
C[C@@H](NC(=O)[C@H]1[C@H](CO)[C@H]2Cn3c(ccc(-c4ccncc4)c3=O)[C@H]2N1C)c1ccccc1 | 0.6
CCCC#Cc1ccc([C@@H]2[C@H]3CN(C(=O)c4ccc(F)cc4)CC(=O)N3[C@H]2CO)cc1 | 0.3
CNC[C@H]1Oc2cc(C#CC3CCCC3)ccc2S(=O)(=O)N([C@@H](C)CO)C[C@@H]1C | 0.1
COc1cccc(C(=O)Nc2ccc3c(c2)C(=O)N(C)[C@H]2CC[C@H](CC(=O)N[C@H](C)c4ccccc4)O[C@H]2CO3)c1 | -1.4
COc1ccc(CN(C)C[C@@H]2Oc3ccc(NC(=O)Nc4ccc(OC)cc4)cc3CC(=O)N([C@H](C)CO)C[C@@H]2C)cc1 | 1.4
COC(=O)[C@@H]1[C@@H](CO)[C@@H]2Cn3c(cccc3=O)[C@@H]2N1CC1CCCCC1 | -1.0
COc1ccc(NC(=O)N(C)C[C@@H]2Oc3cc(-c4ccc(C)cc4)ccc3S(=O)(=O)N([C@H](C)CO)C[C@H]2C)cc1 | 0.8
O=C(c1cccnc1)N1CC(=O)N2[C@H](CO)[C@@H](c3ccc(C#CCC4CCCC4)cc3)[C@H]2C1 | 2.8
C[C@H](CO)N1C[C@H](C)[C@@H](CN(C)Cc2ccc3c(c2)OCO3)Oc2cc(-c3cccc(C(=O)N(C)C)c3)ccc2S1(=O)=O | 1.4
C[C@@H]1CN([C@H](C)CO)C(=O)Cc2cc(NC(=O)Nc3ccc(F)cc3)ccc2O[C@@H]1CN(C)S(=O)(=O)c1ccc(F)cc1 | 1.0
C[C@H](CO)N1C[C@H](C)[C@H](CN(C)CC2CC2)Oc2c(NC(=O)c3cnccn3)cccc2C1=O | 0.0
C[C@@H]1CCCCO[C@H](CN(C)C(=O)c2ccncc2)[C@@H](C)CN([C@@H](C)CO)C(=O)c2cc(NC(=O)c3ccncc3)ccc2O1 | 1.1
COC(=O)C[C@H]1CC[C@H]2[C@@H](COc3ccc(NC(=O)Nc4cc(C)cc(C)c4)cc3C(=O)N2C)O1 | -1.8
O=S(=O)(N[C@H]1CC[C@H](CCn2cc(Cc3ccccc3)nn2)O[C@@H]1CO)c1ccccc1F | 0.5
C[C@@H]1CN([C@H](C)CO)S(=O)(=O)c2ccc(C#Cc3ccccc3)cc2O[C@H]1CN(C)S(=O)(=O)c1ccccc1F | -0.1
C[C@H]1CN([C@@H](C)CO)C(=O)Cc2cc(NC(=O)Cn3cnnn3)ccc2O[C@H]1CN(C)CC1CC1 | 0.0
O=S1(=O)N[C@H](Cc2ccccc2)COc2cc(N3CCOCC3)ccc21 | 0.6
Cc1noc(C)c1NC(=O)Nc1ccc2c(c1)C(=O)N([C@@H](C)CO)C[C@H](C)[C@@H](CN(C)Cc1ccncc1)OCCCC[C@H](C)O2 | -0.5
CC(=O)N(C)C[C@H]1Oc2ncc(C#Cc3cccnc3)cc2C(=O)N([C@@H](C)CO)C[C@H]1C | -0.3
COCC(=O)NC[C@H]1N[C@H](CO)[C@@H]1c1ccc(-c2ccccc2)cc1 | -9.3
C[C@@H]1CN([C@@H](C)CO)C(=O)c2cccc(NS(=O)(=O)c3ccc(F)cc3)c2O[C@H]1CN(C)S(=O)(=O)c1cn(C)cn1 | -1.3
CCC(=O)N1CC[C@@H]2[C@H]1c1cc(-c3ccc(F)cc3)ccc1N(C)[C@@H]2CO | 0.2
COc1ccc(S(=O)(=O)Nc2ccc3c(c2)C(=O)N([C@@H](C)CO)C[C@H](C)[C@@H](CN(C)C(=O)Nc2ccc(F)cc2)OCCCC[C@H](C)O3)cc1 | 0.1
C[C@H](CO)N1C[C@H](C)[C@H](CN(C)Cc2ccc(C(F)(F)F)cc2)Oc2ccc(NC(=O)NC3CCCCC3)cc2CC1=O | -0.4
C[C@@H]1CN([C@H](C)CO)C(=O)c2cc(-c3ccncc3)cnc2O[C@@H]1CN(C)C(=O)Cc1cccnc1 | 0.1
COc1ccc(NC(=O)N(C)C[C@@H]2OCCCC[C@H](C)Oc3ccc(NC(=O)CCC(F)(F)F)cc3C(=O)N([C@@H](C)CO)C[C@@H]2C)cc1 | 0.6
C[C@H](CO)N1C[C@H](C)[C@H](CN(C)Cc2cccc(C(F)(F)F)c2)Oc2ncc(-c3ccccc3)cc2C1=O | -3.2

By substructure, the entries above containing a CF3 group.
SMILES | TcdB inh
O=C(NCC(F)(F)F)[C@H]1[C@H](CO)[C@H]2Cn3c(cccc3=O)[C@H]2N1C(=O)C1CC1 | -0.1
Nc1ncnc2c1ncn2[C@@H]1O[C@H](C(=O)N[C@@H](CCc2ccccc2)C(=O)N2CCN(C(=O)C(F)(F)F)CC2)[C@@H](O)[C@H]1O | 2.0
C[C@H](CO)N1C[C@H](C)[C@@H](CN(C)Cc2ccc(Oc3ccccc3)cc2)Oc2ccc(NC(=O)CCC(F)(F)F)cc2C1=O | -0.2
CCC(=O)N1C[C@@H](C)[C@H](OC)CN(C)C(=O)c2cc(NC(=O)CC(F)(F)F)ccc2OC[C@@H]1C | -1.9
CO[C@H]1CN(C)C(=O)c2ccc(NC(=O)CC(F)(F)F)cc2OC[C@H](C)N(C(=O)c2ccccc2F)C[C@H]1C | -0.6
C[C@@H]1CCCCO[C@@H](CN(C)Cc2ccc3c(c2)OCO3)[C@H](C)CN([C@@H](C)CO)C(=O)c2cc(NC(=O)CCC(F)(F)F)ccc2O1 | 0.3
C[C@H](CO)N1C[C@H](C)[C@H](CN(C)Cc2ccc(C(F)(F)F)cc2)Oc2ccc(NC(=O)NC3CCCCC3)cc2CC1=O | -0.4
COc1ccc(NC(=O)N(C)C[C@@H]2OCCCC[C@H](C)Oc3ccc(NC(=O)CCC(F)(F)F)cc3C(=O)N([C@@H](C)CO)C[C@@H]2C)cc1 | 0.6
C[C@H](CO)N1C[C@H](C)[C@H](CN(C)Cc2cccc(C(F)(F)F)c2)Oc2ncc(-c3ccccc3)cc2C1=O | -3.2
